Screens as filed in PubChem BioAssay.
ELG1 repair inh: blocks ELG1-dependent DNA repair in HEK293T cells; Potency, µM (top dose mostly 46.1 µM), for the others: at the highest dose activity change, negative = inhibition, actives largely listed as inhibitors; 2.3% of 330,000 active; HEK293T ELG1-luciferase reporter, luminescence, 16 h; DNA damage induced by 5-fluorouridine; note: potency is the fitted concentration of half-maximal effect; % is set by controls: 0 for no effect and ±100 for the full control effect; nearly all actives have a fitted effect of over 55% in size
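Step one: seed 2,000 cells per well. Step two: pin-transfer compound or DMSO alongside 5-fluorouridine. Step three: incubate 16 hr, 37 °C, 5% CO2. Step four: add ONE-Glo, wait 30 min, read luminescence.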
Menin MLL FP TR: inhibitors of human menin-MLL interaction, mutant MLL peptide; AID 1768; Potency, µM (titrated, usually from 61.6 µM), without a hit: at the top dose FP activity change, negative = inhibition, hits mostly inhibitors; 0.23% of 270,000 active; Menin + Texas Red MLL mutant peptide, fluorescence polarization; active = well fitted inhibition curve with a large enough effect in the polarisation, with a control signal flat, not every such curve was filed as active; inconclusive = small, poorly fitted or top-dose-only effect, or effect the other way, or a change in a side signal; inactive = no such curve, though single readings can be large or run the other way; the % refers to the polarisation; note: potency is the fitted concentration of half-maximal effect; % of control where 0% means no effect; many of its hits are not listed in these tables
Rab9 prom act: activates the Rab9 promoter; 2.8% of 320,000 active; Huh7 Rab9 promoter-luciferase reporter, luminescence, 24 h; Potency, µM (highest dose often 9.22 µM), inactives show top-dose activation, negative = inhibition, most hits filed as activators; note: potency is the fitted concentration of half-maximal effect; % of control where 0% means no effect; nearly all actives have a fitted effect of over 60% in size
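Huh7 cells stably carrying Rab9 promoter–luciferase reporter, plated 1500 cells/well, compound added after 2 h and incubated 24 h at 37 °C; luciferase luminescence then read after 10 min with detection reagent.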
Mito fusion yeast: inhibitors of mitochondrial division or activators of mitochondrial fusion; S. cerevisiae fusion-defective mutant growth rescue, CellTiterGlo 48 h; Potency, µM (doses to about 46.1 µM), without a hit: at the highest dose growth rescue (activation), usual class: activators; AID 485298; 0.23% of 320,000 active;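 note: potency is the fitted concentration of half-maximal effect; % of control where 0% means no effect; nearly all actives have a fitted effect of over 45% in size; temperature-sensitive fusion mutants such as fzo1-1 at 37 °C on non-fermentable ethanol glycerol medium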
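Compounds are tested for their ability to restore growth of mitochondrial fusion-defective yeast strains at non-permissive 37C in YPEG medium over 48 hours. Viability is quantified by luciferase luminescence.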
PKM2 activator: PKM2 (human) enzyme activation; P14618; purified PKM2, Kinase-Glo ATP luminescence, activation; response scale: 0% is enzyme alone, no compound; Potency, µM (doses to about 57.5 µM), without a hit: top-dose activation, actives largely listed as activators; 0.34% of 260,000 active; AID 1631; note: potency is the fitted concentration of half-maximal effect; % is set by controls: 0 for no effect and ±100 for the full control effect; nearly all actives have a fitted effect of over 55% in size
Target sequence (P14618 whole entry, looked up): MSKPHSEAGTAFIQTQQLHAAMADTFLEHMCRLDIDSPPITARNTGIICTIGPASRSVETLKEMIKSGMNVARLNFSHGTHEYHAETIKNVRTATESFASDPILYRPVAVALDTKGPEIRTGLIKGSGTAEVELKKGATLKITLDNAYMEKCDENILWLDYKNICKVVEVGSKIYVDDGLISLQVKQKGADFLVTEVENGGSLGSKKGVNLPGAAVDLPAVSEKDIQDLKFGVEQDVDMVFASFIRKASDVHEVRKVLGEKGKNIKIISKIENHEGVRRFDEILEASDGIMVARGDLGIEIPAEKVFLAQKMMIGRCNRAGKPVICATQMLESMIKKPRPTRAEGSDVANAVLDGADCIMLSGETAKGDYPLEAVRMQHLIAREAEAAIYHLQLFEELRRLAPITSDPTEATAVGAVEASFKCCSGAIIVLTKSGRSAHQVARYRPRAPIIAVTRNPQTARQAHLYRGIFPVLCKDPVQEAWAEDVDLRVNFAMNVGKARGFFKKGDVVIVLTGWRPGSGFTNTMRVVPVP
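Kinase-Glo luminescence reports ATP generated from ADP (0.1 mM) and PEP (0.5 mM) by purified hPK-M2 after 1 h at room temperature, pH 7.2 imidazole buffer; intermediate enzyme activity allows detecting inhibitors and activators.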
FLuc modulator: counter-screen for miR-21 project: firefly luciferase inhibitors or activators; P08659; purified FLuc, Km substrates, luminescence inhibition; Potency, µM (top dose mostly 57.5 µM), for the others: top-dose activity change, negative = inhibition, usual class: inhibitors; 6.9% of 360,000 active; AID 588342;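 note: potency is the fitted concentration of half-maximal effect; plate controls were vehicle for no effect and reference inhibitor for full effect; nearly all actives have a fitted effect of over 55% in size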
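Purified P. pyralis luciferase, 10 nM final, with Km-level 10 uM D-luciferin and 10 uM ATP in 50 mM Tris acetate pH 7.5, 10 mM Mg acetate, 0.01% Tween-20, 0.05% BSA; 6-point qHTS titration about 60 µM downward; luminescence read.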
VP16 counter: counter-screen for ROR gamma inhibitors: Gal4-VP16 reporter | Potency, µM (series often up to 53.6 µM), for inactives: at the top dose activity, negative = inhibition, usual class: inhibitors | 3.5% of 310,000 active | AID 2546 | Drosophila S2 Gal4-VP16 UAS-luciferase, luminescence, 20 h;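 note: Gal4-VP16 expression switched on by copper sulfate through the metallothionein promoter; potency is the fitted concentration of half-maximal effect; % is set by controls: 0 for no effect and ±100 for the full control effect; nearly all actives have a fitted effect of over 50% in size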
NPC1 promoter act: activates the NPC1 promoter; Potency, µM (doses to about 9.22 µM), for inactives: at the highest dose activation, hits mostly activators; Huh7 NPC1 promoter luciferase reporter, 24 h; 2.4% of 320,000 active;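 note: potency is the fitted concentration of half-maximal effect; % of control where 0% means no effect; nearly all actives have a fitted effect of over 60% in size; reporter is driven by a mutant NPC1 promoter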
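Huh7 reporter cells (NPC1 promoter driving luciferase) are dosed with compound for 24 h at 37 °C, 5% CO2; luciferase detection reagent is then added and luminescence measured after 10 min at ambient temperature.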
RORg inh: inhibitors of mouse ROR gamma transcriptional activity | Drosophila S2 Gal4-RORgamma UAS-luciferase reporter, 20 h | Potency, µM (titrated, usually from 53.6 µM), for inactives: at the top dose activity change, negative = inhibition, actives largely listed as inhibitors | 5.4% of 310,000 active | AID 2551; note: potency is the fitted concentration of half-maximal effect; % is set by controls: 0 for no effect and ±100 for the full control effect; nearly all actives have a fitted effect of over 60% in size
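Drosophila Schneider cells stably carrying a metallothionein-driven Gal4 DBD–ROR gamma fusion and a UAS-Photinus luciferase reporter were exposed to compound for 1 hr, then induced with copper sulfate (700 uM final) for 20 hr at ambient temperature before luminescence reading.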
MBNL1-CUG inh: inhibitors of human MBNL1 binding to CUG repeat RNA. Q9NR56. TR-FRET MBNL1-His/biotin-(CUG)12 binding, 665/545 ratio. Potency, µM (titrated, usually from 57.5 µM), without a hit: top-dose activity change, negative = inhibition, usual class: inhibitors. 0.036% of 280,000 active. AID 2675; active = well fitted inhibition curve with a large enough effect in the signal ratio, with a control signal flat, not every such curve was filed as active; inconclusive = small, poorly fitted or top-dose-only effect, or effect the other way, or a change in a side signal; inactive = no such curve, though single readings can be large or run the other way; the % refers to the signal ratio; note: potency is the fitted concentration of half-maximal effect; % is set by controls: 0 for no effect and ±100 for the full control effect
Target sequence (Q9NR56 whole entry, looked up): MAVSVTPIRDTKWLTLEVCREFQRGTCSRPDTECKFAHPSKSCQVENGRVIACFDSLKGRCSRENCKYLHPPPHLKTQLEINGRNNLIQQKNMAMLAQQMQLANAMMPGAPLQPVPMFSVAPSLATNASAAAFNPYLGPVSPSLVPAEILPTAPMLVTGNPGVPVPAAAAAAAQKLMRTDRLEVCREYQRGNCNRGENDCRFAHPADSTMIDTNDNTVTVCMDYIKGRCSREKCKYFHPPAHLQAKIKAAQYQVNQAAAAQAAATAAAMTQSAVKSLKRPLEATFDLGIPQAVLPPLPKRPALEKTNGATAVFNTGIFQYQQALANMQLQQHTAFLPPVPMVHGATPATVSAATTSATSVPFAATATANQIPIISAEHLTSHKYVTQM
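TR-FRET readout: Ex 340 nm, 665/545 nm emission ratio, normalized to buffer-only (basal) and MBNL1-(CUG)12 controls. Complex of MBNL1-His with Biotin-(CUG)12, compounds 92 nM–58 uM, incubated 60 min at room temperature.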
KCNH2 3.1 block: blocks the human KCNH2 3.1 channel isoform; U2OS KCNH2 3.1, thallium flux FluxOr; stronger effect = lower value; activity change, % (tested at about 1.8 µM); 0.95% of 340,000 active; AID 720553;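 active = maximum activity change below -70%; inconclusive = maximum activity change from -70% to -50%; inactive = maximum activity change above -50%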;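 note: thallium influx rate constant from kinetic fluorescence after stimulation buffer; % is set by controls: 0 for no effect and ±100 for the full control effect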
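Channel expression came from 3.1 mutant virus (1.77 x 10^8 /mL) applied to suspended U2OS cells for 4 h. Flux was tracked with FluxOr dye plus Red40 quencher, and kinetic rate constants normalized to controls.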
An asterisk follows results filed as active; ? = inconclusive; nt = not tested or not shown; & = joins results of further samples; [ ] = dose if it differs, or a comment. Unless noted, calls come from the whole dose curve; as a rule, active = well fitted curve in the direction sought with a large enough effect; inconclusive = small, poorly fitted or top-dose-only effect, or another doubt; inactive = no such curve, though single readings can be large; an effect the other way counts as inactive or inconclusive. The list is partial; count on the stated rates, not on these rows.

SMILES | ELG1 repair inh | Menin MLL FP TR | Rab9 prom act | Mito fusion yeast | PKM2 activator | FLuc modulator | VP16 counter | NPC1 promoter act | RORg inh | MBNL1-CUG inh | KCNH2 3.1 block
Cc1nc2ccccc2c2c1C(=O)N(c1ccc(C(=O)O)cc1)C2=O | 3% | -1% | 0% | -14% | -15% | -12% | -24% | 2% | 7% | ? | 30
Nc1c(-c2ccccc2)cnn1-c1cccc(C(F)(F)F)c1 | ? | -22% | 3.2µM* | 11% | 2% | 17µM* | ? | ? | -17% | -10% | 2
C/C=C/CSc1nc2c(c(=O)[nH]c(=O)n2C)n1Cc1ccc(C)cc1 | 1% | -6% | 0% | 0% | -15% | 2% | 2% | 0% | 21% | -5% | 3
Cc1nc(NCCCN2CCOCC2)c2oc3ccccc3c2n1 | 2% | -12% | 3% | 2% | -2% | -6% | -8% | 1% | -1% | -10% | 3
Cc1nc2cc(C(=O)N3c4ccccc4CC3C)ccc2s1 (centres undefined) | -11% | -18% | -16% | 1% | 3% | 0% | 6% | -31%[inhibitor] | -1% | 1% | 31
COc1ccc(N2CSC3=C(C#N)C(c4cc(OC)ccc4OC)CC(=O)N3C2)c(OC)c1 (centres undefined) | -25% | 2%[11.7 µM] | 14% | 5% | -12% | ? | ? | 13% | ? | 18% | -5
COCCn1c(C(C)C)nc2ccccc21 | 3% | nt | -2% | 2% | -9% | -3% | 1% | -4% | -1% | 11% | 11
O=C(Cc1c(F)cccc1Cl)Nc1ncc([N+](=O)[O-])s1 | ? | ? | ? | -7% | -2% | 21µM* | ? | ? | ? | ? | -15
Cc1ccc(-c2csc3nc4cc(C(N)=O)ccc4c(=O)n23)cc1 | 15% | nt | 0% | 1% | 0% | 0% | -11% | -1% | 1% | 25% | -5
COc1cc(NC(=O)CN(C)C2CCCCC2)c(C)cc1[N+](=O)[O-] | -19% | -22% | -3% | 4% | 4% | -2% | 0% | -4% | 17% | 0% | 5
O=S(=O)(NC(=NC1CCCCC1)c1ccccc1)c1ccc(F)cc1 | 3% | ? | 5% | 10% | 0% | 2% | 19% | -5% | 12% | -6% | 0
CCOCCCNC(=O)c1c[nH]c2ccc(S(=O)(=O)Nc3cccc(OC)c3)cc2c1=O | 0% | -5% | -7% | 5% | 0% | 2% | -8% | -3% | -1% | -6% | -19
CCCNC(=O)c1ccccc1SCc1c(C)noc1C | -18% | nt | -4% | -1% | 3% | 2% | -4% | -8% | 10% | -8% | -9
COC(=O)C1=CN(c2ccc(OC)cc2)C=C(C(=O)OC)C1c1ccc([N+](=O)[O-])cc1 | ? | ? | -5% | 2% | -14% | 1% | -1% | 1% | -1% | 3% | -73*
COC(=O)CSc1nnc(CNS(=O)(=O)c2ccc(Cl)cc2)n1C | 9% | 3% | -5% | 0% | 0% | 1% | 12% | -4% | -11% | -1% | 20
CCOc1ccc(NC(=O)CSc2nc(C)cc(C)n2)cc1 | -8% | -13% | 0% | -3% | 7% | 6% | 0% | -2% | -6% | -6% | 4
O=C(NCC1CCCO1)c1ccc2c(=O)n(Cc3cccc(Br)c3)c(=S)[nH]c2c1 (centres undefined) | 3% | -13% | 0% | 2% | nt | -1% | -7% | -2% | -9% | 0% | -1
CCC(CC)C(=O)NCCc1ccc(OC)c(OC)c1 | nt | 0% | nt | 5% | -1% | 3% | 17% | nt | 9% | -3% | -3
CCc1ccc(C(=O)NNC(=S)Nc2ccc(S(N)(=O)=O)cc2)s1 | 16% | ? | -1% | -1% | -10% | 17µM* | -25% | -2% | 5% | -1% | 1
CC(=O)c1c(C)[nH]c(C(=O)OCC(=O)Nc2nnc(-c3ccccc3)o2)c1C | ? | nt | -7% | 0% | nt | 21µM* | nt | -3% | nt | nt | 3
CCOC(=O)C1(CCOc2ccccc2)CCN(Cc2ccc(C#CCCO)cc2)CC1 | ? | ? | -7% | -5% | 0% | 1% | -13% | 0% | ? | -2% | -7
CC(C)(C)OC(=O)N[C@@H](Cc1ccccc1)C(=O)N1CCC(C(=O)NCC(=O)O)CC1 | 2% | -8% | 10% | 16% | nt | -1% | -5% | -1% | -11% | -1% | -5
Cc1onc(-c2ccccc2Cl)c1-c1nc(-c2ccccn2)no1 | 3% | -5% | 0% | -11% | 3% | -8% | -5% | -3% | -30% | -10% | -1
O=C(COc1ccccc1)N=C1SC2CS(=O)(=O)CC2N1Cc1ccccc1 (centres undefined) | 10% | nt | -6% | 0% | nt | 0% | 8% | -24% | 8% | -7% | -11
COc1ccc(C(=O)Nc2ccc(C(=O)Nc3cccc(C)c3)cc2)cc1 | ? | nt | -11% | 0% | 0% | 3% | -7% | -8% | -17% | 5% | -7

New compounds follow.
SMILES | ELG1 repair inh | Menin MLL FP TR | Rab9 prom act | Mito fusion yeast | PKM2 activator | FLuc modulator | VP16 counter | NPC1 promoter act | RORg inh | MBNL1-CUG inh | KCNH2 3.1 block
Cc1ccc(-c2cc(C(F)(F)F)c(C#N)c(SCCC#N)n2)o1 | 9% | 38%[activator] | -4% | 1% | -9% | 0% | -2% | 7% | -4% | 18% | 7
COCCSc1nnc(NC(=O)c2ccc3c(c2)OCO3)s1 | ? | 12% | ? | -3% | 0% | ? | 25% | ? | ? | 0% | -19
COc1ccc(C=O)cc1COc1ccc([N+](=O)[O-])c(C)c1 | 6% | 19% | -4% | 11% | 3% | -17% | -1% | 0% | 12% | 2% | -6
S=C(NCC1CCCO1)NC1CCCCC1 (centres undefined) | -3% | 0% | 0% | 2% | 5% | 3% | ? | -5% | ? | 7% | 4
C/C(N)=C(/C#N)C(=O)CSc1nnnn1-c1ccccc1 | ? | 17% | 15% | -1% | 23% | -3% | 2% | -6% | 29% | -11% | 2
CCCCC(=O)Nc1cccc(NC(=S)NC(=O)COc2ccccc2Cl)c1 | -14% | ? | -8% | -1% | -13% | -17% | -14% | 6% | -18% | nt | nt
O=C(OCCN1CCCCC1)c1c[nH]c2ccccc12 | ? | -14% | -6% | -9% | nt | -13% | 17%&12% | -5% | 7%&20% | nt | 7
CCCc1[nH]nc2c1C(C1CC=CCC1)C(C#N)=C(N)O2 (centres undefined) | ? | -6% | -2% | 0% | 4% | 1% | ? | -12% | ? | 7%[11.5 µM] | 7
CCOc1cccc(C(=O)Nc2cccc(-c3nnc(-c4ccccc4)o3)c2)c1 | 9.2µM* | ? | 6% | 5% | 1% | 6.7µM* | -3% | 1% | 35% | -8% | 2
O=C(Cc1cccc2ccccc12)Nc1nc2ccccc2[nH]1 | -1% | nt | -3% | -8% | 0% | -2% | 8.9µM* | 0% | 7.9µM* | -2% | -35
O=C1CC(N2CCCCCC2)C(=O)N1c1ccc(F)cc1 (centres undefined) | 9% | 12% | -9% | -3% | 5% | -1% | ? | 1% | ? | -6% | -5
CC(C)COc1ccc(-c2nnn(CC(=O)N3CCCC3)n2)cc1 | ? | 0% | 20% | 12% | 0% | 12µM* | -3% | 18% | ? | 8% | 4
Cc1cccc(NC(=O)c2ccc(NC(=O)c3ccccc3Br)cc2)c1 | ? | nt | -1% | -8% | nt | -17% | -1% | 2% | -10% | -2% | -3
O=C(COC(=O)c1ccco1)NCc1ccccc1Cl | -5% | -1% | 1% | -4% | -2% | 27µM* | 20% | 7% | ? | nt | 10
Cc1ccc(NCC(=O)N/N=C/c2ccc(OC(=O)c3ccco3)cc2)cc1 | 13% | ? | 0% | 0% | -1% | -6% | 1% | 3% | 23% | -2% | -29
CN(C)c1ccc(C(=O)OCC(=O)NC2CCCCCC2)cc1 | -18% | -2% | 0% | 28% | 20% | -3% | 3% | -4% | 40% | 5% | 3
CCOc1ccc(CNS(=O)(=O)c2ccc3c(c2)CC(=O)N3C)cc1 | 4% | nt | 1% | -1% | nt | 2% | 13% | 4% | 11% | 0% | 0
O=C(N/N=C/c1cn(-c2cccs2)nc1-c1ccccc1)c1ccccc1Br | ? | ? | 8% | ? | -1% | 6.7µM* | 6.3µM* | 7% | 5.6µM* | 0% | -20
COc1cccc(NC(=O)Nc2nc(SC(C)(C)C)ns2)c1 | 0% | ? | 8% | -13% | -3% | 11µM* | ? | 17% | 14%[1.91 µM] | -2% | -7
Cc1ccc(-n2nc(C)c(C3(O)C(=O)N(C(C)C)c4ccccc43)c2N)cc1 (centres undefined) | 2% | -5% | 10% | -3% | -2% | 0% | -9% | 1% | -7% | 14% | -3
NC(=O)COC(=O)c1c2c(nc3ccccc13)CCC2 | ? | 32%[activator] | -3% | -4% | 7% | -1% | 12% | -5% | -5% | 11% | 0
